Screening results: PubChem BioAssay, Broad Institute
S100A4 inh HTS – inhibitors of human S100A4 binding to myosin IIA peptide | hit rate 0.14% among 360,000 | S100A4/TAMRA-MyoIIA peptide fluorescence polarization | inhibition, % at 10.7 µM;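 active means mean inhibition of at least 70% across replicates, with every replicate also reaching that level; inconclusive means mean inhibition reaches 70% but some replicates fall short; inactive means mean inhibition below 70%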
Target sequence (P26447 whole entry, looked up): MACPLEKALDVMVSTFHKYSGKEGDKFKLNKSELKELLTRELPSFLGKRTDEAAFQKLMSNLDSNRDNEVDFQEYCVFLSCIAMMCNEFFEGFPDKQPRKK
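Test system – S100A4 monomer (human) · Compound – single-point compound testing · Schedule – 5 min incubation before reading · Probe or stimulus – TAMRA-labelled myosin IIA heavy-chain peptide probe, 5 nM · Benchmarks – neutral control DMSO, positive control TFP · Medium – Calcium-containing HEPES buffer, pH 7.2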
Statin myotox sup – protects C2C12 myotubes from simvastatin toxicity; hit rate 0.78% among 330,000; ATP luminescence, 48 h; scaled: DMSO 0, geranylgeraniol control 100; rescue of ATP level, % at 7.49 µM;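 active means mean ATP rescue above about 67%, or every replicate alone reaching that limit, limit read from the data, passing the limit was not always enough; inconclusive means no clear call, values can overlap the other calls; inactive means mean under the limit and some replicate under it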;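 further: myotubes were challenged with 10 µM simvastatin during compound exposure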
LGR2 inh – Drosophila LGR2 receptor signaling inhibition. HEK293 LGR2, CRE-luciferase, bursicon-stimulated, 4 h. inhibition, % at 9.99 µM. hit rate 0.35% among 380,000;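 active means drop in luminescence signal, shown as inhibition above about 50% in the replicate tests, limit read from the data, passing the limit was not always enough; inconclusive means probably only some replicates passing the limit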;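 further: agonist challenge used bursicon conditioned medium at about half maximal strength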
CASP6 VEID inh – inhibitors of human caspase-6; purified caspase-6, Z-VEID-R110 cleavage fluorescence; inhibition, % at 12.5 µM; hit rate 0.53% among 350,000;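 active means mean inhibition across replicates at least about 35%, with every replicate also reaching that limit, limit read from the data; inconclusive means only one of the two criteria met; inactive means neither criterion met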;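 further: 0% = median of neutral control wells and 100% = no fluorescence left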
Target sequence (P55212 24-179 limits assumed): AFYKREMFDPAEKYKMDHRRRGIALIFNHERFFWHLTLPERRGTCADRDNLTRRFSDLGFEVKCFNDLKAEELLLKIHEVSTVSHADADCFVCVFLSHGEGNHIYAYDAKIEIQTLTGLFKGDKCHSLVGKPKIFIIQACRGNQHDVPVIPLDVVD
Target sequence (P55212 194-293 limits assumed): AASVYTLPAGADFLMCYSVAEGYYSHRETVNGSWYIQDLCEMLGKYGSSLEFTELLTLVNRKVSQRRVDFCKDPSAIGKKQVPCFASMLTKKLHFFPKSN
SIRT5 inh – blocks human SIRT5 desuccinylation of peptide. Q9NXA8. inhibition, % at 15 µM. Purified SirT5, succinyl-peptide AMC, trypsin-coupled fluorescence. hit rate 1.1% among 330,000; in the data active means inhibition above about 15%; inconclusive means no clear call, values can overlap the other calls
Target sequence (Q9NXA8 whole entry, looked up): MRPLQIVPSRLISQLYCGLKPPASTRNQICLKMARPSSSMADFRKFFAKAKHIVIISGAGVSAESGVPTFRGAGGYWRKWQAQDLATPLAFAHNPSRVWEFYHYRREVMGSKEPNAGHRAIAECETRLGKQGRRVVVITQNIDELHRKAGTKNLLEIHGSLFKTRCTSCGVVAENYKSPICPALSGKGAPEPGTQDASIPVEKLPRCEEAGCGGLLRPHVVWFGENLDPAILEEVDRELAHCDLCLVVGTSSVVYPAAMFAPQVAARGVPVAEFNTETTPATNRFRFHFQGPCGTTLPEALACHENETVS
FN deposit inh – fibronectin deposition inhibition | AH1F fibroblasts, Alexa488-fibronectin deposition fluorescence, overnight | inhibition, % at 12.6 µM | hit rate 0.086% among 350,000 | AID 743247;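 active means mean inhibition across replicates of 30% or more, regardless of how many single replicates reach that level; inconclusive means mean under 30% yet at least half of replicates reach 30%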;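 further: positive control wells lacked labelled fibronectin entirely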
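Material – AH1F fibroblast monolayer, labelled fibronectin deposition · Reagent – labelled fibronectin 24 nM · Timing – 1 h adhesion, overnight exposure · Measured by – fluorescence at 485 nm excitation, 525 nm emission · Read-out – inhibition of fibronectin deposition signal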
esBAF inh – inhibitors of esBAF chromatin remodeling in mouse ES cells; Bmi1-luciferase knock-in reporter, 24 h; 100% = twice the neutral-well signal; reporter increase, % at 12.5 µM; hit rate 2% among 350,000; AID 602393; in the data active means activation above about 40%; inconclusive means no clear call, values can overlap the other calls;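 further: 0% = median of the plate's neutral control wells and 100% = double that signal; a rise in the Bmi1 reporter signal indicates esBAF inhibition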
An asterisk follows results filed as active; ? = inconclusive; nt = no result given; & = joins results of further samples.

SMILES	S100A4 inh HTS	Statin myotox sup	LGR2 inh	CASP6 VEID inh	SIRT5 inh	FN deposit inh	esBAF inh
Cc1ccc(SCC(=O)OCC(=O)NC(C)c2ccc(Br)cc2)cc1 (configuration not stated)	0	3	8	3	-4	-5	-6
O=C(NCc1nnc2c3ccccc3c(-c3ccccc3)nn12)c1ccccc1Cl	-6	nt	nt	-2	1	-13	nt
C[C@@H]1CN([C@@H](C)CO)C(=O)c2cc(C#Cc3ccccc3F)cnc2O[C@H]1CN(C)C(=O)c1ccc2c(c1)OCO2	-17	36	-8	2	8	2	6
C=CCn1c(SCC(=O)Nc2ccccc2C)nc(O)cc1=O	0	6	-15	4	-1	-3	-5
Cc1cc(C)c(C)c(OCCNCc2ccccc2)c1	1	-19	-4	-5	-6	9	9
CC1CCN(C(=O)COC(=O)Cc2c[nH]c3ccccc23)CC1	6	0	-3	0	-1	-6	-1
CCc1cc(=O)oc2cc(C)cc(OCC(=O)N3CCC(C(=O)O)CC3)c12	41	-11	1	0	-15	nt	-12
COc1ccc(/C=N/NC(=O)c2cccc(NC(=O)c3ccccc3Cl)c2)cc1OC	10	nt	-4	0	-2	-5	nt
O=C1NC(=Nc2ccccc2)SC1Cc1cccc(Cl)c1Cl (configuration not stated)	0	nt	nt	0	2	-2	nt
COc1cccc(C2C(C#N)=C(N)N(N(C)C)C3=C2C(=O)CCC3)c1OC (configuration not stated)	-6	1	1	-5	-3	4	-6
Cc1ccc(S(=O)(=O)NC(CC(C)C)C(=O)N2CCCCCCC2)cc1 (configuration not stated)	-18	nt	4	3	0	2	nt
O=C(Cn1cc([N+](=O)[O-])ccc1=O)Nc1ccc2c(c1)OCO2	-13	5	-11	5	-2	2	-3
Cc1cccc(S(=O)(=O)N2C[C@H](O)COC[C@H]3O[C@H](CC(=O)Nc4ccc(-c5ccccc5)cc4)CC[C@@H]32)c1	-5	-22	17	-1	2	-14	-3
O=C(OCc1nc(-c2ccccc2)oc1COC(=O)c1ccco1)c1ccco1	0	14	-6	2	-2	nt	-3
C[C@H](CO)N1C[C@H](C)[C@H](CN(C)S(=O)(=O)c2ccccc2C#N)OCc2cnnn2CCCC1=O	-2&-5	-1	5&5	2&0	-6	1&4	-1
CCOC(=O)C1(C)CCCN(C(=O)c2ccc(OC)c(OC)c2)C1 (configuration not stated)	-3	5	0	-3	0	5	-4
CCN1[C@@H]2Cn3c(ccc(C4=CCCC4)c3=O)[C@H]1[C@@H](C(=O)NCc1ccccn1)[C@@H]2CO	12	13	-10	-4	7	nt	3
Cc1cc(NC(=O)CCC(=O)N(CC(=O)NCC2CCCO2)c2cccc(F)c2)no1 (configuration not stated)	-1	-13	15	2	-2	3	1
COc1ccccc1OCc1ccc(C(=O)N/N=C/c2ccco2)cc1	2	nt	2	2	1	8	nt
Cc1ccc(NC(=O)C2CCN(S(=O)(=O)c3ccc(N4CCCC4=O)cc3)CC2)cc1Cl	13	-11	6	1	-7	4	-12
CC(C)N(Cc1ccccc1)C(=O)COC(=O)c1ccc(O)cc1	-3	3	9	1	1	5	3
FC(F)(F)c1ccccc1NC(=S)NC1CCN(Cc2ccccc2)CC1	-1	nt	nt	-8	-4	5	nt
O=[N+]([O-])c1nn(-c2ccccc2)n(O)c1=NC1CCN(Cc2ccccc2)CC1	3	nt	6	-3	-3	-3	nt
CCOC(=O)N1CCC(N2Cc3cccc(C(=O)Nc4cccc(F)c4)c3C2=O)CC1	-5	nt	7	1	1	12	nt
O=C(CN1CCC(O)(c2ccccc2)CC1)Nc1ccc2c(c1)OCCO2	0	-6	12	-2	-1	-14	-6
COC(=O)c1cn(C(=O)c2cc(OC)c(OC)c(OC)c2)c2ccccc12	5	-5	-15	0	1	-2	-8
C/C=C/c1cnc2c(c1)C(=O)N([C@@H](C)CO)C[C@@H](C)[C@H](CN(C)C(=O)NC1CCCC1)O2	-2	4	9	-2	1	nt	1
CSc1ccccc1NC(=O)c1ccc([N+](=O)[O-])cc1	5	nt	-31	-1	0	nt	nt
COc1ccccc1OCC(=O)Nc1cc(C)ccc1NC(=O)c1ccco1	-3	4	13	0	-1	-6	2
CC(OC(=O)c1ccccc1)C(=O)NCCC1=CCCCC1 (configuration not stated)	0	20	6	3	-3	-5	2
Cc1ccsc1C(=O)N(CC(C)C)c1c(N)n(Cc2ccccc2)c(=O)[nH]c1=O	-8	5	-3	-1	0	nt	-8
CCOC(=O)/C=C/C(=O)OCC(=O)Nc1c(Cl)cccc1Cl	4	-3	2	0	3	nt	4
COCCNCCOc1ccc(C)cc1[N+](=O)[O-]	6	nt	9	0	1	-3	nt
O=C(C[C@@H]1C[C@@H]2c3cc(NC(=O)CC4CC4)ccc3O[C@@H]2[C@@H](CO)O1)NCc1ccccc1F	7	-8	-4	2	-5	5	2
CS(=O)(=O)N(CC(=O)N1CCc2ccccc2C1)Cc1ccc(Cl)cc1	nt	-1	-2	nt	nt	5	0
O=C(Nc1cccnc1)c1cc(-c2ccc(F)cc2)on1	-3	4	-55	1	-2	4	6

Entries shown so far containing a furan ring, fused or not, in the order listed:
SMILES	S100A4 inh HTS	Statin myotox sup	LGR2 inh	CASP6 VEID inh	SIRT5 inh	FN deposit inh	esBAF inh
O=C(OCc1nc(-c2ccccc2)oc1COC(=O)c1ccco1)c1ccco1	0	14	-6	2	-2	nt	-3
COc1ccccc1OCc1ccc(C(=O)N/N=C/c2ccco2)cc1	2	nt	2	2	1	8	nt
COc1ccccc1OCC(=O)Nc1cc(C)ccc1NC(=O)c1ccco1	-3	4	13	0	-1	-6	2

(continued)
SMILES	S100A4 inh HTS	Statin myotox sup	LGR2 inh	CASP6 VEID inh	SIRT5 inh	FN deposit inh	esBAF inh
c1ccc(CNc2ncnc3c2oc2ccccc23)nc1	nt	-1	nt	nt	nt	11	65*
O=C(NCc1cccnc1)C(=O)NCC1CCCO1 (configuration not stated)	54	-3	0	0	-2	8	1
COc1ccc(NC(=O)CSc2nc(C(C)C)nc3c2c(=O)n(C)c(=O)n3C)c(OC)c1	2	nt	0	0	-2	-6	nt
O=C(O)C(Cc1ccccc1)n1cnnn1 (configuration not stated)	0	nt	-3	-2	-6	2	nt
C[C@@H]1CCCCO[C@@H](CN(C)C(=O)Nc2ccc3c(c2)OCO3)[C@H](C)CN([C@H](C)CO)C(=O)c2cc(NC(=O)Nc3ccc4c(c3)OCO4)ccc2O1	6	nt	8	-2	7	5	80*
O=C(C[C@@H]1C[C@@H]2c3cc(NC(=O)Nc4ccccc4)ccc3O[C@@H]2[C@H](CO)O1)NCC(F)(F)F	-7	0	-12	3	-5	-8	-2
CCC(=O)Nc1ccc2c(c1)OC[C@H](C)N(C(=O)Cc1ccccn1)C[C@H](C)[C@@H](OC)CN(C)C2=O	-37	17	-5	nt	8	-4	1
COc1ccc(/C=N/NC(=O)CNC(=O)c2ccncc2)cc1OC	1	-1	0	-2	-7	-2	-10
N[C@@H]1CC[C@@H](CCn2cc(-c3ccccn3)nn2)O[C@H]1CO	23	-5	-15	3	1	-10	12
Cc1nc(C(F)(F)F)ccc1C(=O)N1CCCCCC1(C)C(=O)NCC(C)C (configuration not stated)	1	4	-5	1	nt	3	2
Cc1cc(C)n2nc(C(=O)Nc3ccc4c(c3)OCO4)cc2n1	nt	10	2	nt	nt	-4	-5
C[C@@H]1CN([C@@H](C)CO)C(=O)c2cc(NC(=O)Nc3ccccc3)ccc2O[C@@H](C)CCCCO[C@@H]1CN(C)Cc1ccc(C(F)(F)F)cc1	nt	nt	6	nt	nt	4	1
O=C1COc2ccc(C(=O)CSc3nnc(Cc4ccccc4)o3)cc2N1	-2	5	-6	1	-8	nt	-6
CCCSc1nc(SCC(=O)NCc2ccccc2)c2c3c(sc2n1)COC(C)(CC)C3 (configuration not stated)	nt	5	nt	nt	nt	5	-6
Cc1cccn2c(=O)nc(SCC(=O)NCc3ccccc3Cl)nc12	9	-12	17	5	-5	-1	0
CCCn1c(O)c(N=Nc2ccc3ccccc3n2)c2ccccc21	-19	nt	-83	0	0	2	nt
OC1CCN(c2c3c(nc4cc(-c5cccc(F)c5)nn24)CCCC3)CC1	-21	-13	-36	1	-4	nt	104*
CC1CCc2nc3ccccc3c(C(=O)OCC(=O)N(C)C3CCS(=O)(=O)C3)c2C1 (configuration not stated)	-1	nt	1	-2	-1	-8	nt
COc1ccc(NC(=O)Nc2ccc3c(c2)C(=O)N([C@H](C)CO)C[C@@H](C)[C@H](CN(C)S(=O)(=O)c2ccc(OC)cc2)OCCCC[C@@H](C)O3)cc1	nt	nt	0	nt	nt	2	5
c1ccc(Cn2c[n+](Cc3ccccc3)cn2)cc1	-2	2	-5	-2	nt	10	-10
COc1ccc(S(=O)(=O)N2CCOCC2)cc1C(=O)N(C)CCOc1ccc(Cl)cc1	2	0	-2	2	-2	8	6
CCCCN(c1nc2ccccc2nc1Cl)S(=O)(=O)c1ccc(C)cc1	27	-12	12	2	-8	-9	-17
O=c1c2ccccc2c(-c2ccccc2)nn1-c1ccccn1	1	1	-16	-1	6	-3	-3
O=S(=O)(CC(c1ccccc1)N1CCCCC1)c1ccc(Cl)cc1 (configuration not stated)	-3	nt	8	-1	-3	2	nt
COc1ccccc1N(CC(O)COc1ccccc1C)S(=O)(=O)c1ccccc1 (configuration not stated)	-1	nt	27	-1	1	2	nt
C=C(C)CN(Cc1ccccc1)C(=S)Nc1ccccc1	3	-4	5	-1	-2	6	8
COCCNc1nc(NCc2cnc(C)cn2)c2sccc2n1	3	-1	nt	0	17*	-4	-8
O=C(CSc1n[nH]c(-c2ccccc2)n1)Nc1ccccc1O	-6	nt	31	3	2	4	nt
COCCCNC(=O)C(=O)NC1CCCCCC1	3	6	-6	1	-5	3	7
Fc1cccc(CSc2nnc3ccc(-c4ccncc4)nn23)c1	-9	-3	0	2	-2	5	-5
C[C@@H]1CCCCO[C@@H](CN(C)S(C)(=O)=O)[C@H](C)CN([C@@H](C)CO)C(=O)c2cc(NC(=O)CCC(F)(F)F)ccc2O1	5	-3	15	-1	1	nt	-10
Cc1nn(Cc2ccc(Cl)c(Cl)c2)c(C)c1NC(=O)c1cc(C2CC2)on1	2	?	-4	1	nt	-6	8
CCOCC(=O)Nc1cc([N+](=O)[O-])ccc1OC	-3	-3	-13	-2	0	5	-3
COc1cc(C(C(=O)NC2CCCC2)N(Cc2ccccc2)C(=O)c2snc(C(N)=O)c2N)ccc1O (configuration not stated)	1	8	-1	0	2	-4	-2
O=C(/C=C/c1cccc([N+](=O)[O-])c1)OCC(=O)N1CCOCC1	-1	-2	3	3	-1	-4	-4
Nc1nnc(SCC(=O)Nc2cccc3ccccc23)s1	-5	0	14	-1	1	2	-5
Cc1ccc(S(=O)(=O)Nc2cc(C(F)(F)F)ccc2N2CCOCC2)cc1C	-2	nt	11	-2	1	5	nt
CC(C)c1nc(C(=O)N2CCCC(N3CCN(c4cccc(Cl)c4)CC3)C2)cs1 (configuration not stated)	-4	nt	-3	4	-1	-3	nt
COc1ccc(S(=O)(=O)N(C)C[C@H]2Oc3ccc(NC(=O)CCCN(C)C)cc3C(=O)N([C@@H](C)CO)C[C@@H]2C)cc1	21	2	-11	5	-2	nt	1
CCN(CC)CCNC(=O)c1ccc(NC(=O)c2ccc(S(=O)(=O)N(C)c3ccccc3OC)cc2)cc1	-16	-8	7	-31	1	2	-3
COc1cc(C2C(C(C)=O)=C(O)C(=O)N2CCN(C)C)ccc1O (configuration not stated)	nt	0	-26	nt	nt	nt	-1
C[C@@H]1CCCCO[C@@H](CN(C)Cc2ccccc2)[C@H](C)CN([C@@H](C)CO)C(=O)c2cc(NC(=O)NC3CCCCC3)ccc2O1	13	nt	0	-5	3	nt	-1
CCOC(=O)NCc1ccc(Cl)c(Cl)c1	nt	-5	nt	nt	nt	-7	7

These rows are one share of the data; rates above refer to the full screens.
